Screening data as filed in PubChem BioAssay.
D2 antagonist = antagonists of human D2 dopamine receptor; HEK293 TREx D2 cells, calcium flux, dopamine EC80; hit rate 2% among 340,000; P14416; AID 485344; inhibition, % at 10 µM; in the data active = inhibition above about 30%; also: 0% is about no effect
Target sequence (P14416 whole entry, looked up): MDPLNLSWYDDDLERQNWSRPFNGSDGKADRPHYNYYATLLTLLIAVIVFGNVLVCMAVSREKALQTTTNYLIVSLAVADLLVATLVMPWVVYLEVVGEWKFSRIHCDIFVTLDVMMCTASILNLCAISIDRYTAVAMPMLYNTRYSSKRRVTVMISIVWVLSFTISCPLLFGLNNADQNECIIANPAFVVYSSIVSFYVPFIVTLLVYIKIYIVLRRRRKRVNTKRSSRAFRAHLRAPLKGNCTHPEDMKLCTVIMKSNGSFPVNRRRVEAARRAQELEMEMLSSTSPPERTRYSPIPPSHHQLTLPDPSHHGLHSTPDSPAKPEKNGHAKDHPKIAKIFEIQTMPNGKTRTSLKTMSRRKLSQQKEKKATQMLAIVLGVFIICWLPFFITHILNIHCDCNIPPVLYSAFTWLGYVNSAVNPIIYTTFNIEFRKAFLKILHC
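Calcium mobilization kinetics were recorded at 1 s intervals in tetracycline-induced HEK293 T-REx D2 cells, first for 180 s after compound addition and then 180 s after EC80 dopamine.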
D2 PAM = D2 dopamine receptor (human) potentiation. HEK293 T-REx D2, calcium flux, EC20 dopamine potentiation. potentiation, % at 10 µM. hit rate 0.34% among 340,000;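 active = potentiation over 3 SD above the plate norm, cut at about 30% in these data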; also: 0% is about no effect
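Tetracycline-induced Hek293 Trex D2 cells, force-coupled to calcium, loaded with no-wash calcium dye. Compound added with 180 s kinetic read for agonism, then EC20 dopamine and a further 180 s read for potentiation.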
RXFP1 ag = activates the human relaxin receptor RXFP1 | Q9HBX9 | HEK293T-RXFP1 cAMP TR-FRET, 30 min; response scale: percent of porcine relaxin response, buffer zero | Potency, µM (top dose mostly 57.5 µM), for the others: top-dose activation, usual class: activators | hit rate 0.3% among 370,000 | AID 2676; active = well fitted activation curve with a large enough effect; also: potency is read from the fitted curve at half-maximal effect; % is scaled to controls: 0 for no effect and ±100 for the full control effect; nearly all actives have a fitted effect of over 60% in size; many of its hits are not listed in these tables
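HEK293 cells stably expressing RXFP1, treated 30 min at 37C with compounds plus PDE4 inhibitor Ro 20174; cAMP measured by HTRF TR-FRET. Normalized to buffer and 29 nM porcine relaxin; EC50 by Hill fit.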
D1 agonist = agonists of human D1 dopamine receptor. AID 504660. activation, % at 2 µM. hit rate 1% among 360,000. HEK293 T-REx D1 cells, calcium flux, agonist mode; in the data active = activation above about 30%; also: 0% is about no effect
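Inducible HEK293 T-REx D1 cells, force-coupled to calcium signalling, were plated at 4000 cells/well with tetracycline and held overnight at 30 C. After no-wash calcium dye loading, compound-evoked calcium rise over 180 s flagged agonists.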
RXFP1 antagonist = RXFP1 (human) relaxin receptor antagonism; hit rate 0.59% among 350,000; Q9HBX9; activity change, negative = inhibition, % at 57.5 µM; HEK293-RXFP1, relaxin-stimulated cAMP HTRF, 30 min; active compounds read low;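 active = activity change of -60% or lower, but not beyond a set lower limit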; also: % is scaled to controls: 0 for no effect and ±100 for the full control effect
D1 antagonist = antagonists of human D1 dopamine receptor. P21728. HEK293 TREx D1 cells, calcium flux, dopamine EC80; active compounds read low. activity change, negative = inhibition, % at 10 µM. hit rate 3.2% among 360,000; in the data active = activity change below about -30%; also: % is scaled to controls: 0 for no effect and ±100 for the full control effect
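Antagonism measured as reduced calcium response to an EC80 dopamine addition following 180 s compound pre-read; cells were inducible HEK293 Trex D1 plated overnight at 30 C, read kinetically at 1 cycle/sec.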
TRHR PAM = allosterically enhances the human TRH receptor; enhancement, % at 2 µM; TRHR cells, fluo-8 calcium fluorescence, EC20 TRH enhancement; hit rate 0.66% among 360,000; in the data active = enhancement above about 30%; also: 0% is about no effect
Target sequence (P34981 whole entry, looked up): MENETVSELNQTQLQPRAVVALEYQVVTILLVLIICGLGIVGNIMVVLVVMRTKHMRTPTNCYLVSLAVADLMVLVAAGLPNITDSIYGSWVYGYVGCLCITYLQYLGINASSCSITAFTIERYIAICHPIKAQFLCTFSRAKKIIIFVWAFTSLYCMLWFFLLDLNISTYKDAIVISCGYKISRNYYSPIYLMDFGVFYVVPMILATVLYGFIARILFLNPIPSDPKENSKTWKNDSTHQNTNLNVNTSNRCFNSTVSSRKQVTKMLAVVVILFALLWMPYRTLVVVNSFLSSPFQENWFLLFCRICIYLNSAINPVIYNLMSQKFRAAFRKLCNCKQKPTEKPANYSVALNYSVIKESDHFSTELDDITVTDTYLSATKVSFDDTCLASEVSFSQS
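TRHR-expressing cells loaded with fluo-8 calcium dye were read kinetically (ex 480/em 530) during compound addition, then stimulated with an EC20 of TRH (10 nM final). Enhancement of the Gq-mediated intracellular calcium response was scored.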
D2 agonist = D2 dopamine receptor (human) agonism. activation, % at 2 µM. P14416. HEK293 T-REx D2 cells, calcium flux agonist mode. hit rate 0.53% among 340,000;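 active = activation over 3 SD above normal in the single-dose calcium agonist read, cut at about 30% in these data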; also: 0% is about no effect
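Calcium-flux readout, 1 cycle/sec over 180 s following compound pin transfer, in inducible HEK293 Trex D2 cells (force-coupled); dopamine controls included. Positive calcium responses during this window marked compounds as potential agonists.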
D1 potentiator = potentiators of human D1 dopamine receptor; P21728; HEK293 TREx D1 cells, calcium flux, dopamine EC20 potentiation; potentiation, % at 10 µM; hit rate 0.036% among 360,000; in the data active = potentiation above about 30%; also: 0% is about no effect
An asterisk follows results filed as active; . = no result given. This is a subset; count on the stated rates, not on these rows.

The first nine entries as a preview:
#	Molecule	D2 antagonist	D2 PAM	RXFP1 ag	D1 agonist	RXFP1 antagonist	D1 antagonist	TRHR PAM	D2 agonist	D1 potentiator
1	O=C1/C(=C/c2cccs2)CCC1C1CCCC1 (configuration not stated)	1	.	0.7%	3	-25	-14	-1	-0.1	0
2	COC(=O)/C=C1\SC(=Nc2ccc(Cl)c(Cl)c2)NC1=O	-1	.	1.6%	2	-1	10	1	1.3	0
3	CN(Cc1ccccc1)C(=O)CCCn1c(=O)[nH]c2cc(Cl)ccc2c1=O	-4	5	-0.6%	4	-1	-2	-4	-0.4	-1
4	O=C(CSc1nc2ccccc2s1)NC1CCCC1	9	-2	-0.9%	3	-6	-21	0	-0.9	-8
5	COc1cc(OC)c2c(-c3ccccc3)cc(=O)oc2c1C(CC(=O)N1CCOCC1)c1ccc(N(C)C)cc1 (configuration not stated)	31*	-3	0.5%	1	.	-8	-3	-0.6	-9
6	CCc1ccc(Cc2cnc(NC(=O)C3=NCCN3)s2)cc1	4	4	-3.0%	10	-116*	-1	-1	0.6	-1
7	Cc1cc(NC(=O)COC(=O)C2CCN(S(=O)(=O)c3cccc(Cl)c3Cl)CC2)no1	-7	2	0.1%	2	-7	-6	0	-1.2	-3
8	COc1cc2c(cc1OC)C1=C(C#N)CCC(=NC(=O)c3ccc(Cl)cc3)N1CC2	0	25	2.9%	1	-1	-2	3	0.4	-2
9	CCCOc1ccc(C(=O)NCC2OCCc3ccccc32)cc1 (configuration not stated)	.	-10	3.3%	-1	.	-20	-8	.	-4

All compounds of this part, previewed entries included:
#	Molecule	D2 antagonist	D2 PAM	RXFP1 ag	D1 agonist	RXFP1 antagonist	D1 antagonist	TRHR PAM	D2 agonist	D1 potentiator
1	O=C1/C(=C/c2cccs2)CCC1C1CCCC1 (configuration not stated)	1	.	0.7%	3	-25	-14	-1	-0.1	0
2	COC(=O)/C=C1\SC(=Nc2ccc(Cl)c(Cl)c2)NC1=O	-1	.	1.6%	2	-1	10	1	1.3	0
3	CN(Cc1ccccc1)C(=O)CCCn1c(=O)[nH]c2cc(Cl)ccc2c1=O	-4	5	-0.6%	4	-1	-2	-4	-0.4	-1
4	O=C(CSc1nc2ccccc2s1)NC1CCCC1	9	-2	-0.9%	3	-6	-21	0	-0.9	-8
5	COc1cc(OC)c2c(-c3ccccc3)cc(=O)oc2c1C(CC(=O)N1CCOCC1)c1ccc(N(C)C)cc1 (configuration not stated)	31*	-3	0.5%	1	.	-8	-3	-0.6	-9
6	CCc1ccc(Cc2cnc(NC(=O)C3=NCCN3)s2)cc1	4	4	-3.0%	10	-116*	-1	-1	0.6	-1
7	Cc1cc(NC(=O)COC(=O)C2CCN(S(=O)(=O)c3cccc(Cl)c3Cl)CC2)no1	-7	2	0.1%	2	-7	-6	0	-1.2	-3
8	COc1cc2c(cc1OC)C1=C(C#N)CCC(=NC(=O)c3ccc(Cl)cc3)N1CC2	0	25	2.9%	1	-1	-2	3	0.4	-2
9	CCCOc1ccc(C(=O)NCC2OCCc3ccccc32)cc1 (configuration not stated)	.	-10	3.3%	-1	.	-20	-8	.	-4
10	Cc1cccn2c(=O)c(/C=C3\SC(=S)NC3=O)c(NCCCN3CCOCC3)nc12	3	-13	5µM*	29	9	2	11	8.0	0
11	O=C1c2oc3ccc(F)cc3c(=O)c2C(c2cccc(O)c2)N1CCCN1CCOCC1 (configuration not stated)	3	1	-1.5%	-2	6	12	10	0.1	0
12	Cc1cc(N2CCCC2)ccc1NC(=O)COc1cccc(C(F)(F)F)c1	2	17	-3.5%	10	-10	3	2	-0.7	-3
13	CC(C)CNC(=O)CC(=O)N/N=C/c1ccc(Br)cc1	-2	9	0.3%	21	13	-10	12	-2.9	-7
14	COc1cccc(NC(=O)c2ccccc2-c2nc(-c3ccc(F)cc3)no2)c1	-14	.	-1.2%	12	-3	-6	-6	-0.1	-1
15	Cc1ccccc1-c1nc(CS(=O)CC(=O)NCc2ccccn2)c(C)o1 (configuration not stated)	-4	-7	-4.3%	0	5	-7	-4	0.2	-7
16	O=C(O)c1c[nH]c2cc(C(F)(F)F)ccc2c1=O	-4	-10	-2.1%	4	5	3	-10	0.4	-3
17	O=c1[nH]n(-c2ccc(Cl)cc2)c(=O)c(Cl)c1Cl	2	1	0.8%	2	-1	-12	4	0.1	-3
18	CC(C)NC(=O)CCSc1nc(-c2ccc3c(c2)OCO3)cc(C(F)(F)F)n1	.	-5	7.6%	3	.	-12	3	-0.6	-5
19	O=C(CCSCCc1ccccn1)Nc1cccc([N+](=O)[O-])c1	21	-14	0.4%	2	7	-3	-4	-0.7	6
20	CCCCCCCCC(=O)N/N=C/c1ccccn1	-13	-13	-0.8%	0	-19	-3	9	0.8	-3
21	O=C(C1=C[C@H](c2ccc(C(F)(F)F)cc2)C[C@H](OCc2ccc(CO)cc2)O1)N1CCOCC1	-9	-2	0.5%	-3	.	-27	25	0.8	1
22	COc1ccc(OC)c(-c2cc(C(=O)Nc3sc4c(c3C#N)CCC(C)C4)c3ccccc3n2)c1 (configuration not stated)	-14	18	-0.2%	3	-9	-47*	-7	-1.0	-3
23	CSc1ccc(/C=C(\C(=O)O)c2ccc(S(=O)(=O)N3CCCC3)s2)cc1	36*	4	-0.4%	2	-9	1	0	0.3	-2
24	Cc1cccc(N2CCN(C(=O)c3c(-c4ccccc4)noc3C)CC2)c1C	3	2	-0.3%	0	0	8	-6	0.5	5
25	COc1ccc(-n2nc(C(=O)N3CCN(Cc4ccc5c(c4)OCO5)CC3)c3ccccc3c2=O)cc1	5	0	3.9%	0	3	3	0	0.4	-3
26	Cc1csc(NC(=O)Cc2ccc(F)cc2)n1	12	-4	-1.3%	5	-20	9	4	-0.8	1
27	Cc1cccc(NC(=O)CN(CC2CCCO2)C(=O)c2oc3ccccc3c2C)c1C (configuration not stated)	-8	13	3.3%	29	5	11	6	0.5	.
28	CC(C)(C)c1ccc(C(=O)Nc2ccc([N+](=O)[O-])cn2)cc1	36*	-27	2.2%	3	5	-18	-8	-0.2	-6
29	COCCNC(=O)c1c(CSc2ccccc2)noc1C(=O)NCc1ccccc1	18	5	0.0%	5	.	12	-4	-0.3	-1
30	Brc1cnc2nc(SCc3nc4ccccc4[nH]3)[nH]c2c1	-11	-2	-0.9%	3	-1	0	2	-0.3	-2
31	COc1ccc(/C=C/C(=O)c2ccc(NC3=NCCCS3)cc2)cc1OC	-12	-1	3.4%	8	-29	-1	-9	2.2	-7
32	O=C(CSc1ncc(-c2ccccc2)n1CC1CCCO1)N1CCCCC1 (configuration not stated)	22	7	-0.4%	2	-6	6	-2	0.6	-3
33	Cc1ccc2[nH]c(=O)c(CN(CCCN3CCOCC3)C(=O)Nc3cccc(Cl)c3)cc2c1	0	6	-0.1%	4	-11	7	-1	-0.4	-7
34	Cn1c(=O)c2c(O)c(C=NCc3ccccc3)c(=O)n(C)c2n(C)c1=O	-1	-4	-0.1%	2	-1	-6	-1	-0.8	0
35	Cc1cccc(Nc2nnc(SCC(=O)c3c(N)n(C4CC4)c(=O)[nH]c3=O)s2)c1	14	15	-0.8%	1	9	13	-8	-1.2	-3
36	Cc1cccc(C)c1NC(=O)CNCC(=O)Nc1c(C)cccc1C	.	.	6.3%	3	-3	2	-4	.	-8
37	COc1ccc2[nH]c(C(=O)Nc3ccccc3Cl)cc2c1	6	10	12%	1	-7	-5	1	0.1	-1
38	Cc1ccc(C(=O)N/N=C2/NC(=O)CC(C(=O)Nc3ccccc3)S2)cc1 (configuration not stated)	3	-6	0.1%	1	21	-1	-4	0.2	-5
39	O=C(Nc1ccc(C(=O)N2CCC(O)(c3ccc(Cl)c(C(F)(F)F)c3)CC2)cc1)c1ccc(Br)o1	-17	-5	0.3%	4	.	-4	0	0.4	1
40	Cc1ccc(NCc2ccncc2)c(Br)c1	-1	7	-2.1%	1	-8	2	-1	-0.4	-5
41	CC(=O)c1c(C)[nH]c(C(=O)NCCc2ccccc2)c1C	-3	5	-0.6%	9	-6	-2	2	0.6	1
42	Cc1cc(F)c(F)c(C(=O)N2CCN(C)CC2)c1Cl	-11	-9	0.6%	1	0	-5	0	-2.1	-5
43	Cc1onc(-c2ccccc2)c1C(=O)N1CCCN(C(=O)c2c(-c3ccccc3)noc2C)CC1	-1	6	0.1%	-2	0	-18	-11	1.1	-1
44	Cc1ccc(/C=C/C(=O)NC(C)c2ccccc2)cc1 (configuration not stated)	-16	-6	3.5%	0	-6	-4	0	-2.1	-7
45	CCn1c(NCc2ccccc2NS(=O)(=O)c2ccc(C)cc2)nc2ccccc21	-25	4	1.3%	2	4	-5	-5	-0.9	-7
46	Cc1cc(C)c2c(=O)cc(C(=O)NCCc3ccc(S(N)(=O)=O)cc3)oc2c1	.	-8	5.4%	3	-2	-11	14	.	-1
47	Cc1ccc2cccc(SCC(=O)N3CCOCC3)c2n1	-2	5	1.8%	1	-3	6	-1	0.2	3
48	CCN(CC(=O)NCc1cccs1)C(=O)/C=C/c1ccc(Cl)c(Cl)c1	.	-5	0.8%	3	-15	-3	-6	.	-4
